NCI-60 one-dose screen, 48 h, at 10 µM unless noted. Numbers give growth in % (100 = growth as untreated, 0 = no growth, -100 = all killed).
HL-60(TB): HL-60(TB) leukemia cells; 78,000 tested, 9% active; AID 1794776; active means growth percent below 10
Active calls of the source: *; & = joins results of further samples.

SMILES	HL-60(TB)
O=C(Nc1ccc(Cl)cc1)N1NC(c2ccc(Cl)cc2)C=C1c1ccccc1 (stereo not drawn)	80
COc1cc(/C=C/C(=O)c2c(C)[n+]([O-])c3ccccc3[n+]2[O-])ccc1O	102
CCN(CC)CCNc1ccc(C)c2sc3ccccc3c(=O)c12 (tested in a mixture with another compound)	15&10
Clc1ccc(/C=C/c2nc(N3CCOCC3)c3nc(Cl)c(Cl)cc3n2)cc1	98
C1=CC2CCC1CC2c1ccccc1 (stereo not drawn)	82
O=NN(Cc1cccnc1)C(=O)NC1CCCCC1	120
CC(C)(C)N1CC1c1ccccc1 (stereo not drawn)	135
Nc1cc(=O)[nH]n1S(=O)(=O)c1ccc(Cl)cc1	102
c1ccc2c(c1)C[C@@H]1OC(CC3=N[C@@H]4c5ccccc5C[C@@H]4O3)=N[C@H]21	97
CC1(C)OC2=C(C(=O)c3cc(O)cc(O)c3C2=O)[C@@H]2C=C(CO)[C@@H](O)[C@H](O)[C@@H]21	93
COc1cc(/C=N/Nc2ncnc3c2c(C)nn3-c2ccc(F)cc2)cc(OC)c1OC	104
O=C1C2C3C=CC(C3)C2C(=O)N1CCO (stereo not drawn)	101
CCCCCCCCCCC1OC(C)CC(C)O1 (stereo not drawn)	93
CCN(CC)c1ccc(C=Nc2ccc3c(O)cc(S(=O)(=O)O)cc3c2)cc1	74
S=C(NNC(=S)Nc1ccccc1)Nc1ccccc1	47
CN1CCN(c2ccc(-c3ccc4ncc(C#N)c(Nc5ccc(F)c(Cl)c5)c4c3)cc2)CC1	22
CCN(CC)c1ccc(C=Nc2ccnc3ccc(OC)cc23)cc1	89
Nc1ccccc1SC1CC(=O)N(c2ccccc2)C1=O (stereo not drawn)	77
C(=N\Nc1nnc(-c2ccncc2)o1)/c1ccccc1	62
CC(=O)O[C@@H](C)[C@@H]1O[C@@H]2CC(=O)O[C@@H]2[C@H]1O	86
CCCCC[n+]1ccc(SCC(=O)N(C)c2ccc(C(F)(F)F)cc2)c2ccccc21	90
C[C@H]1[C@H]2[C@H]3CC[C@@H]4[C@@]5(C)CC[C@H](O)C(C)(C)[C@@H]5CC[C@@]4(C)[C@]3(C)CC[C@]23CO[C@]1(C)[C@@H](C(=O)/C=C\c1cccnc1)C3	47
Nc1ccc(Oc2ccc(Cl)cc2)c(Cl)c1	89
Cc1ccc(F)cc1/C=C1\Cc2c(Br)cccc2C1=O	102
CCOC(=O)/C=C(\C)OCC	152

The listing continues.
SMILES	HL-60(TB)
O=C1OC(=O)C2C3C=CC(CC3)C12 (stereo not drawn)	26
COc1cc(-c2cc(-c3cc(OC)c(OC)c(OC)c3)nc(N3CCOCC3)c2C#N)ccc1O	67
COc1cccc(C(=O)NNc2nc(-c3ccccc3)nc3ccccc23)c1	78
O=C(COc1ccc(NC(=O)Nc2ccccc2)cc1)N=Nc1c(O)[nH]c2ccc(Br)cc12	87
CC(=O)Nc1cc2ccccc2[n+](C)c1	94
COc1ccc(-c2cc(-c3cccnc3)[nH]c(=O)c2C(N)=O)cc1OC	94
C=C(C)[C@@H]1CC[C@]2(C(=O)O)CC[C@]3(C)[C@H](CC[C@@H]4[C@@](C)(CCC(=O)O)[C@H](C(=C)C)CC[C@]43C)[C@@H]12	96
Fc1ccc(-c2nc3cc4nc5ccccc5[nH]c4cc3n2)cc1	79
Cc1ccc(N2C(=O)/C(=C3\SC(=S)N(c4ccc(C)c(C)c4)C3=O)SC2=S)cc1C	78
COc1ccc(-c2cn(-c3ccc(Cl)cc3)c(SCc3ncc(C)cc3C)n2)cc1	90
CC(=O)Nc1ccc(NC(=O)c2sc3nc4cc5c(cc4cc3c2N)OCCO5)cc1	96
CC1(C)N=C(N)N=C(N)N1c1cc(Cl)ccc1Cl	54
Brc1ccc(Br)c2cnccc12	89
Cc1[nH]c(C(=O)Nc2nc3ccc(NC(N)=O)cc3s2)c(Cl)c1Cl	94
O=C(Nc1nc2ccc(Cl)cc2s1)c1ccc(C(=O)Nc2nc3ccc(Cl)cc3s2)cc1	106
COc1ccc(Nc2nnc(COc3ccc(CNC(=O)CCCC/C=C/C(C)C)cc3OC)o2)cc1	99
Cc1ccc(NC(=O)CSC(N)=O)cc1	96
O=C(O)N/N=C/c1cc(Cl)ccc1O	93
O=C(CSc1nnc2c(n1)[nH]c1ccccc12)c1ccc(Cl)cc1	140
CC1=CC(=O)C(/C(C)=N/NC(=O)c2ccccc2NC(=O)c2ccc(C)cc2)C(=O)O1 (stereo not drawn)	94
CC1=NN(c2cn3c(-c4ccccc4)csc3n2)C(=O)C1	89
CCCCC(O)Cn1ncc(C(=O)OCC)c1NC(=O)NCc1ccccc1F (stereo not drawn)	101
COc1cc(/C=N/NC(=S)NNC(=S)NC2CC2)cc(OC)c1OC	96
O=S(=O)(Nc1cccc(O)c1)c1ccccc1	98
COc1cc(/C(C)=N/NC(=O)CSc2nc3ccccc3c(=O)n2CCc2ccc(S(N)(=O)=O)cc2)cc(OC)c1OC	85

In a second layout: results already given
> Fc1ccc(-c2nc3cc4nc5ccccc5[nH]c4cc3n2)cc1
  HL-60(TB) = 79

> O=C(Nc1nc2ccc(Cl)cc2s1)c1ccc(C(=O)Nc2nc3ccc(Cl)cc3s2)cc1
  HL-60(TB) = 106

> CC(=O)Nc1ccc(NC(=O)c2sc3nc4cc5c(cc4cc3c2N)OCCO5)cc1
  HL-60(TB) = 96

New compounds follow:
SMILES	HL-60(TB)
Oc1ccc[nH]c1=S	98
CCOC(=O)c1c2ccncc2n2c(=O)n(-c3ccc(Cl)cc3)nnc12	54
CCCCCCCCC(=O)C(=O)c1ccc(O)c(C)c1O	84
COc1ccc(CN(C)CC(O)c2ccc(Cl)cc2)cc1 (stereo not drawn)	94
O=C(Cc1ccccc1)NC/C=N/O	113
CSCCC(N)C(=O)Nc1ccc(S(=O)(=O)c2ccc(NC(=O)C(N)CCSC)cc2)cc1 (stereo not drawn)	107
CCCCC/C=C\C/C=C\CCCCCCCC(=O)OCC	114
O=C(NC(C[Se][Se]CC(NC(=O)c1ccccc1)C(=O)O)C(=O)O)c1ccccc1 (stereo not drawn)	158
N#C/C(=C\c1cc(Cl)cc(Cl)c1O)c1ccc([N+](=O)[O-])cc1	85
Nc1[nH]c(=O)nc2c1cnn2-c1ccc(Cl)cc1	107
CCCCN(CCCC)CC(N)=O	102
C/C(=C\Cl)CN(C)S(=O)(=O)c1ccc(Br)cc1	99
CN(C)CCNC(=O)Oc1cccc2ccccc12	76
O=C(N/N=C/c1ccc(O)c(O)c1)c1sc2ccccc2c1Cl	4.2*
Cc1c[nH]n2c(-c3ccccc3)cc(C)c(C#N)c2n[nH]1	125
COc1ccc(C2N=C(SCC(=O)Nc3ccc(S(N)(=O)=O)cc3)NC(C)=C2C(C)=O)cc1 (stereo not drawn)	97
O=C(Oc1cccc2cccnc12)c1ccc(Cl)cc1	97
CCN(CC)CCOc1ccc(-c2nc3cc(Cl)ccc3s2)cc1	-74*
CC(=O)Oc1ccccc1C(=O)Nc1ccc(C(=O)/C=C/c2ccc(Cl)cc2)cc1	109
CC(C)C(=O)C(C)c1ccccn1 (stereo not drawn)	93
Cc1ccc2c(Cn3cc(CSc4nc5ccccc5o4)nn3)cc(=O)oc2c1	109
CCOC(=O)c1c(NC(=O)c2ccc(C(C)C)cc2)sc2c(CN(C)C)c(O)ccc12	-35*
Cc1nccc2c3ccc(OCc4cn(Cc5ccc(C#N)cc5)nn4)cc3n(CCCc3ccccc3)c12	60
CC1(C)N=C(N)N=C(N)N1c1ccc(OCC(=O)Nc2ccc(S(=O)(=O)F)cc2Cl)c(Cl)c1	43
COC(=O)Nc1cccc(Cl)c1OC	103

(listing goes on)
SMILES	HL-60(TB)
Cc1ccc(N)nc1	95&99
NC(=O)c1cc2c(n1Cc1ccccc1)-c1nc(Nc3ccccc3)ncc1CCC2	76
COc1ccc(-c2nc3sc(C)cn3c2/C=C\c2cc(OC)c(OC)c(OC)c2)cc1	82
COc1ccc2cc(-c3ccnc4cc(-c5ccccc5)nn34)ccc2c1	103
O=C(Cc1ccccc1)Nc1nc(O)c(/C=C2\C(=O)C=Cc3ccccc32)s1	103
O=[N+]([O-])c1ccc(S(=O)(=O)/N=C2\CCCCO2)cc1	75
CCC/C(=C(/C#N)C(=O)OCC)c1ccccc1	92
O=C(CO[N+](=O)[O-])Nc1ccc(C(=O)/C=C/c2ccc3c(c2)OCO3)cc1	74
CN1CCCC2c3ccccc3CCC21 (stereo not drawn)	95
CCOc1ccc2nccc([C@@H](O)[C@@H]3C[C@@H]4CCN3C[C@@H]4CC)c2c1	97
COc1cc(/C=C2\CCC/C(=C\c3cc(CN4CCOCC4)c(O)c(OC)c3)C2=O)cc(CN2CCOCC2)c1O	4.2*
Cc1ccc(S(=O)(=O)OC[C@]23CCC(C)(C)C[C@H]2[C@@H]2NCC[C@@H]4[C@@]5(C)CCCNC(C)(C)[C@@H]5CC[C@@]4(C)[C@]2(C)CC3)cc1	85
CCC1CCCCN1C(=S)N/N=C(\C)c1ccccn1 (stereo not drawn)	8.0*
COc1ccc(-c2nnc(CNc3ccc(Cl)cc3)o2)cc1O	90
O=C(Nc1ccccc1O)c1ccc(CNC(=O)c2sccc2Nc2ccnc(C(F)(F)F)c2)cc1	25
C=C(C)C(=O)Nc1ccc2nn(-c3ccccc3O)nc2c1	74
C/C=C/c1nn2c(CCC(=O)c3nc4ccccc4[nH]3)nnc2s1	94
COc1cc2c(c(OC)c1OC)CCC(c1cccc(NC(=O)c3ccc([N+](=O)[O-])cc3)c1)O2 (stereo not drawn)	65
COc1cc(CNS(=O)(=O)c2ccc(C)cc2)ccc1OCc1cn(-c2ccc(Cl)c(Cl)c2)nn1	109
O/N=C/c1ccco1	92
CS(=O)(=O)c1ccc(-c2nn(-c3ccc(F)cc3)cc2C=O)cc1	116
O=C1NC(C2CC3C=CC2C3)Nc2ccccc21 (stereo not drawn)	87
CCCNc1nc2ccccc2c2c1S(=O)(=O)c1ccc(Cl)cc1C2=O	-14*
COc1ccc2nc(/C=C/c3ccc(N(C)C)cc3)sc2c1	51
CCC(CC)C(=O)OC(C)COc1ccc(C(C)CC)cc1 (stereo not drawn)	96

Going on with the list.
SMILES	HL-60(TB)
CC(=O)NC(Cc1ccc(O)c(CN2CCCCC2)c1)C(=O)O (stereo not drawn)	112
COC1CC(OC(=O)c2ccc(C)cc2)C(COC(=O)c2ccc(C)cc2)O1 (stereo not drawn)	142
COc1ccc2nc3cc(Cl)ccc3c(N3CCN(c4ccnc(Cl)n4)CC3)c2c1	80
CC(=O)C1=C(C)NC(NNc2ccccc2)=NC1c1ccc([N+](=O)[O-])cc1 (stereo not drawn)	88
N#C/C(C(=O)Nc1ccc(S(N)(=O)=O)cc1)=C1\C(=O)Nc2ccc(Cl)cc21	104
O=C1c2cccc3cccc(c23)C(=O)N1C/C=C/c1ccc2c3c(cccc13)C(=O)N(CCN1CCNCC1)C2=O	101
c1ccc(C(=NNc2nc3ccccc3o2)c2ccccn2)nc1	-12*
O=C(NC1CCCCC1)c1ccc2ccccc2c1O	81
COc1ccc(S(=O)(=O)O)c2ccccc12	99
COCCn1cc(-c2nc(-c3cc4cccnc4n3C)cs2)c2cc(OC)ccc21	83
COc1ccc(C(=O)N/N=C/c2cc(OC)ccc2OC)cc1	98
CC(NC(C)c1ccccc1)c1ccccc1 (stereo not drawn)	107
CCN(C)N=Nc1ccc(C(N)=O)cc1	69
Cc1ccc(C)c2c1SC1=NNC(C(C#N)C#N)=C(C#N)C(=N)N12	118
CC1CCc2c(ccc3ccccc23)C1=O (stereo not drawn)	97&146
COC1OC(C(C)Br)C2OC(C)(C)OC12 (stereo not drawn)	109
NS(=O)(=O)c1ccc(NC(=S)/N=C/C2=C(O)c3ccccc3C2=O)cc1	106
Cn1c2ccccc2c2ccccc21	96
O=C1CC2(CCCC2)Oc2ncccc21	112
CC(C)(C)OC(=O)N1CCCC1C(=O)NC(c1ccccc1)c1ccccc1 (stereo not drawn)	101
O=C(CCC(=O)N1CCOCC1)OCCCCCCSc1ccc([N+](=O)[O-])c2nonc12	-45*
Cn1cc(-c2nn3cc(-c4nccs4)nc3s2)c2cc(F)ccc21	94
COc1ccc(/C(C)=N\NC(N)=O)cc1	85
COc1c(O[C@@H]2OC(CO)[C@@H](O)[C@H](O)C2O)cc2oc3cc(O[C@H]4O[C@H](CO)[C@H](O)C(O)C4O)c(CC=C(C)C)c(O)c3c(=O)c2c1CC=C(C)C (stereo partly drawn)	112
CN1CCC2(CC1)OC(c1ccccc1)C(c1ccccc1)O2 (stereo not drawn)	81

Looked up by structure from above:
SMILES	HL-60(TB)
CN1CCC2(CC1)OC(c1ccccc1)C(c1ccccc1)O2 (stereo not drawn)	81
COC1CC(OC(=O)c2ccc(C)cc2)C(COC(=O)c2ccc(C)cc2)O1 (stereo not drawn)	142
NS(=O)(=O)c1ccc(NC(=S)/N=C/C2=C(O)c3ccccc3C2=O)cc1	106
CC(C)(C)OC(=O)N1CCCC1C(=O)NC(c1ccccc1)c1ccccc1 (stereo not drawn)	101

Carrying on:
SMILES	HL-60(TB)
CC(C)(C)n1cc(-c2ccnc(NCCCNS(=O)(=O)c3ccccc3)n2)c(-c2ccc(Cl)c(O)c2)n1	122
Cc1cccc(Cc2cccc(C)c2O)c1O	101
CCCCCCCCOP(=O)(N1CC1)N1CC1	96
O=C(O)c1cccc(CCl)c1	93
O=C(Nc1ccc(C2=NCCN2)cc1)c1ccc(Cl)c(C(=O)Nc2ccc(C3=NCCN3)cc2)c1	88
O=C(CSc1nc2sc3c(c2c(=O)n1Cc1ccccc1)CCCC3)N1CCN(c2ccccc2)CC1	90
CC(C)CC(=O)OCCCc1ccccc1	135
Brc1c2c(c(Br)c3ccccc13)CCCC2	91
Fc1ccc(-c2cn3c(-c4c[nH]c5ccc(Br)cc45)csc3n2)cc1	104
CC1=CC(=O)c2cccc(NC3=NCCO3)c21	100

A second format for two compounds above.
> Fc1ccc(-c2cn3c(-c4c[nH]c5ccc(Br)cc45)csc3n2)cc1
  HL-60(TB): 104
> CC(C)CC(=O)OCCCc1ccccc1
  HL-60(TB): 135

Screening data from PubChem.

The list is partial (hit frequency here may not be typical).
